hERG rescue: compounds protecting human hERG from proarrhythmic drug block; AID 1511; Q12809; CHO-hERG, FluxOR thallium flux, dofetilide IC70 present; 310,000 tested, 0.51% active; activation (rescue from dofetilide block), less the hit threshold, % at 10 µM;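 active means activation above the mean of controls blocked by dofetilide plus 5 SD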;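 further: thallium influx through hERG after potassium depolarization seen as dye fluorescence rise; in these data hits start at about 4.7%; inactives centre near -7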
TRPC4 potent: allosteric potentiators of mouse TRPC4 channel; HEK293 TRPC4beta/mu-opioid, DAMGO EC20, Fluo-4 Ca2+ flux; stronger effect = higher value; 310,000 tested, 0.42% active; B-score at 10 µM;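 active means B-score of calcium response area above 5 SD of library B-scores, with initial fluorescence ratio within 5 SD of library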;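 further: B-score of integrated fluorescence ratio over time as area under calcium response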
ANO1 block: blocks the mouse calcium-activated chloride channel TMEM16A; HEK293 TMEM16A/YFP iodide influx fluorescence, ionomycin; AID 588511; Q8BHY3; normalized B-score (activity score, 25-100; higher = stronger inhibition) at 10 µM; 310,000 tested, 1.2% active;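 active means ratio plate-corrected score three or more library SD toward inhibition, starting fluorescence score within five deviations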;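 further: score derived from kinetic fluorescence span divided by baseline fluorescence per well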
KCNK9 inh: blocks the human KCNK9 two-pore domain potassium channel | 310,000 tested, 1.2% active | AID 488922 | Q9NPC2 | HEK293 KCNK9, FluxOR thallium flux fluorescence; stronger effect = lower value | B-score at 10 µM;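 active means ratio B-score over 3 SD below the library mean, with starting fluorescence within 5 SD of its mean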;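 further: negative B-score means less thallium flux so channel inhibition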
Target sequence (Q9NPC2 whole entry, looked up, the tested form may be a part): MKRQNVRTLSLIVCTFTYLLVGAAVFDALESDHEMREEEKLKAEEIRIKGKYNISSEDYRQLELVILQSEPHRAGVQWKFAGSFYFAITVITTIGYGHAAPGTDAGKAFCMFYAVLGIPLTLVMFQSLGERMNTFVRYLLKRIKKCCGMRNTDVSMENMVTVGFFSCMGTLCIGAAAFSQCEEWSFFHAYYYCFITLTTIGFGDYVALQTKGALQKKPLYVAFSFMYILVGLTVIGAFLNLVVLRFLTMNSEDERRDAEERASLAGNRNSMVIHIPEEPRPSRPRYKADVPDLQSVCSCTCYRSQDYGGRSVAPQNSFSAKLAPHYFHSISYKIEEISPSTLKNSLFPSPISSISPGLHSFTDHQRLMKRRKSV
KCNQ1 pot: human KCNQ1 channel potentiation or activation. P51787. CHO-K1 KCNQ1, thallium flux FluxOR fluorescence; stronger effect = higher value. B-score at 10 µM. 310,000 tested, 0.35% active. AID 2648;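 active means fluorescence ratio B-score, a plate-corrected score, at least three library SD, with initial intensity B-score within 5 SD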
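System: CHO-K1 cells stably expressing KCNQ1 / Medium: assay buffer for compound exposure, DMSO matched across wells / Reagent: thallium- and potassium-containing depolarizing buffer / Compound: one concentration, matched DMSO / Incubation: 20 min compound pretreatment at room temperature / Measured by: kinetic FluxOR fluorescence, 10 s baseline plus 110 s post-stimulus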
HDAC3 inhib: blocks human histone deacetylase 3 | O15379 | recombinant HDAC3, fluorogenic peptide/trypsin coupled, fluorescence | inhibition, % at 8.3 µM | 320,000 tested, 0.15% active | AID 2718; in the data active means inhibition above about 26%, passing the limit was not always enough; inconclusive means no clear call, values can overlap the other calls
Target sequence (O15379 whole entry, looked up): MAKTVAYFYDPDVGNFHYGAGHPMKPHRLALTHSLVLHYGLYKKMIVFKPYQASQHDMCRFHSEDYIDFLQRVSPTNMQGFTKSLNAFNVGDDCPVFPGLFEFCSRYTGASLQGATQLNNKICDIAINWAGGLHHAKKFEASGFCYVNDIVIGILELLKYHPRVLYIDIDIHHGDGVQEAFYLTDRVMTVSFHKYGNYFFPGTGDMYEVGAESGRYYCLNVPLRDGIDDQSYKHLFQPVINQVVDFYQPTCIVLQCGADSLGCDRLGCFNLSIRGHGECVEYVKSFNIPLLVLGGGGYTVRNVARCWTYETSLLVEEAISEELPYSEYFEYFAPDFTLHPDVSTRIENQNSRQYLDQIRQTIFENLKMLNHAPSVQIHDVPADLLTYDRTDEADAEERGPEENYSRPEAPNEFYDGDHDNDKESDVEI
KCNK3 inh: human KCNK3 channel inhibition, primary screen. O14649. CHO-KCNK3 thallium flux, FluxOR fluorescence; stronger effect = lower value. B-score at 10 µM. 340,000 tested, 0.84% active. AID 602410;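 active means B-score under library mean minus 4 SD, starting fluorescence ratio at most library mean plus 5 SD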;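 further: more negative B-score means stronger inhibition of thallium flux through KCNK3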
TRPC4 agonist: TRPC4 (mouse) channel activation; HEK293 TRPC4beta/mu-opioid, Fluo4 calcium fluorescence; stronger effect = higher value; B-score at 10 µM; 310,000 tested, 0.49% active;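 active means B-score above 5 SD of library B-scores, and initial fluorescence ratio not above library mean plus 5 SD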;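 further: positive B-score marks a calcium rise read as TRPC4 activation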
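Assay system: HEK293 stable line with TRPC4beta plus mu-opioid receptor. Times: dye 45 min RT, read 110 s. Measured by: kinetic Fluo4 calcium fluorescence. Measure: B score of integrated ratio. Controls: assay buffer as low control, maximal DAMGO as high control.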
KCNQ1 inh: human KCNQ1 channel inhibition; P51787; 310,000 tested, 1.3% active; CHO-K1 KCNQ1, FluxOR thallium flux fluorescence; stronger effect = higher value; AID 2642; B-score at 10 µM;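 active means compounds whose thallium flux B-score, printed positive for inhibition, exceeds three library SD while starting fluorescence stays within three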;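 further: channel opened by potassium depolarization with thallium stimulus after 20 min compound exposure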
Dyrk1A ADPGlo: Dyrk1A (rat) kinase inhibition; ADP-Glo luminescence, NFATc1 peptide; inhibition, % at 12.5 µM; 310,000 tested, 0.43% active; in the data active means inhibition above about 50%;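 further: plate controls were vehicle with enzyme for no effect and no enzyme for full effect; many of its hits are not listed in these tables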
TMEM16A act: activators or potentiators of mouse TMEM16A chloride channel. Q8BHY3. HEK293 TMEM16A/YFP-H148Q/I152L, iodide quench fluorescence; stronger effect = lower value. 340,000 tested, 0.3% active. B-score at 10 µM;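 active means fluorescence-ratio B-score plate-corrected deviation score at least 3 library SD below zero, with starting fluorescence score within 5 deviations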;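 further: channel opened by trigger with iodide after compound preincubation; score built on the fluorescence ratio of max minus min over baseline; more negative score means more quench and so TMEM16A activation or potentiation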
* marks the source's active call; other numbers are inactive results; i = inactive; ? = inconclusive; / = no result given.

SMILES	hERG rescue	TRPC4 potent	ANO1 block	KCNK9 inh	KCNQ1 pot	HDAC3 inhib	KCNK3 inh	TRPC4 agonist	KCNQ1 inh	Dyrk1A ADPGlo	TMEM16A act
Cc1cc(CNC(=O)COc2ccccc2)c2ccccc2n1	-24.4	i	/	i	i	/	i	i	i	/	i
COc1cccc(-n2nc(C(=O)N3CC(C)CC(C)C3)c3ccccc3c2=O)c1 (stereo not drawn)	-16.7	i	i	i	i	2.6	i	i	i	-4.4	i
CCNc1nc(Oc2ccc(=O)n(-c3ccccc3)n2)nc(N(C)C)n1	-10.4	i	i	i	i	0.4	i	i	i	1.0	i
Cc1csc(=O)n1CCC(=O)OCC(=O)NCc1ccc(Cl)cc1Cl	-15.3	i	i	i	i	0.3	i	i	i	-8.7	i
COc1ccc2nc(NNC(=O)C3COc4ccccc4O3)sc2c1 (stereo not drawn)	-6.0	i	i	i	i	3.3	i	i	i	13.5	i
CCn1c(O)c(/C=N/N=C/c2ccccc2)c2ccc(C3=NNC(=O)CC3)cc21	-21.7	i	i	i	i	?	-8.9*	i	i	2.2	i
COc1ccc(C(C)=O)cc1CSCCC(=O)O	-4.0	i	i	i	i	0.8	i	i	i	-2.6	i
COCCCN1C(=O)C2C(C(=O)Nc3cccc(Cl)c3)C3C=CC2(O3)C1C(=O)NC1CCCCC1 (stereo not drawn)	-5.7	i	i	i	i	-9.6	i	i	i	-1.4	i
CCOC(=O)C1=C(CSCC(=O)OC)NC(=O)NC1c1cc(C)ccc1C (stereo not drawn)	-10.0	i	i	i	i	/	i	i	i	-13.7	i
Cc1nc2ccccn2c1C(=O)NN=C1CCN(C)CC1	-11.2	i	i	i	i	/	i	i	i	5.3	i
O=C(CCOc1ccccc1)OCC(=O)c1cc2ccccc2o1	-8.9	i	i	i	i	-3.8	i	i	i	-1.6	i
COc1cccc(C2/C(=C(\O)c3ccc4c(c3)OCCO4)C(=O)C(=O)N2c2nnc(C)s2)c1 (stereo not drawn)	-9.2	i	i	i	i	11.0	i	i	i	/	i
C=CCN(CC=C)S(=O)(=O)c1ccc2nc(NC(=O)C(C)C)sc2c1	/	/	i	/	/	1.0	i	/	/	11.5	i
Cn1cc([N+](=O)[O-])cc1-c1nc2ccccc2n1C	-14.5	i	i	i	i	14.7	i	i	i	9.5	i
O=C(CCCN1C(=O)c2ccccc2C1=O)NCCCN1CCOCC1	2.2	i	i	i	i	-3.0	i	i	i	1.7	i
CCOC(=O)C1CCN(S(=O)(=O)c2cccc3nonc23)CC1	14.4*	i	i	i	i	-1.2	i	i	i	3.1	i
CCOc1ccc(CCNC(=O)C2CCN(S(=O)(=O)c3ccc(C)cc3)CC2)cc1OCC	-5.9	i	i	i	i	2.6	i	i	i	-0.5	i
COc1ccc2c(c1)O/C(=C\c1sccc1C)C2=O	-10.0	i	i	i	i	3.8	i	i	i	25.0	i
COCCCn1c(SCc2ccc(OC)cc2)nc2cc(OC)c(OC)cc2c1=N	-5.3	i	i	i	i	9.0	i	i	i	8.4	i
CCOC(=O)c1c(NC(=S)Nc2ccc(Cl)cc2)sc2c1CCN(C)C2	/	/	i	/	/	-1.7	i	/	/	4.2	i
Cc1ccnc(NC(=O)c2cccc(NC(=O)COc3ccccc3)c2)c1	-0.6	i	i	i	i	9.6	i	i	i	24.9	i
C/C(Cl)=C\CSc1nnc2n(N)c(=O)c3ccccc3n12	-5.7	i	i	i	i	-0.1	i	i	i	0.5	i
CCOC(=O)Cc1csc(NC(=O)CSc2nnc(C3CC3)n2C)n1	-8.4	i	i	i	i	5.2	i	i	i	-2.6	i
COc1ccc2c(c1)C(C)=CC(C)(C)N2S(=O)(=O)c1ccc(NC(C)=O)cc1	-8.4	i	i	i	i	0.6	i	i	i	/	i
CCN(CC)S(=O)(=O)c1ccc(C(=O)N(c2ccccc2)C2C=CS(=O)(=O)C2)cc1 (stereo not drawn)	-20.3	i	i	i	i	-6.1	i	i	i	-1.6	i
O=C(CSc1nnc(NC(=O)c2c(F)cccc2Cl)s1)Nc1ccccc1F	-8.8	i	i	i	i	5.8	i	i	i	-4.0	i
COCCCNCCCCOc1ccc(Br)cc1C	-7.1	i	i	i	i	1.4	i	i	i	3.5	i
CC(OC(=O)Cn1c(C(F)(F)F)nc2ccccc21)C(=O)N1CCCc2ccccc21 (stereo not drawn)	/	/	100*	/	/	2.2	i	/	/	-1.2	i
CCCCNC1C(CC)C(CCC)C(C#N)(C#N)C1(C#N)C#N (stereo not drawn)	-7.0	i	i	i	i	-2.9	i	i	i	-0.6	i
CCN1C(=O)[C@@H]2[C@@H](c3ccc(-c4ccc5c(c4)OCO5)cc3)N3CCCC[C@@]3(C(=O)OC)[C@@H]2C1=O	-9.2	i	i	i	i	-5.7	i	i	i	6.0	i
CCn1c(CNc2ccc(F)cc2)nnc1SCC(=O)Nc1ccc(OC)cc1	-6.1	i	i	i	i	4.4	i	i	i	-3.0	i
COc1ccc(C(=O)NNS(=O)(=O)c2ccccc2)cc1	-11.0	i	i	i	i	/	i	i	i	-7.6	i
O=C(OCc1nnc(-c2ccccc2)o1)c1ccco1	-5.5	i	i	i	i	3.8	i	i	i	-1.6	i
Cc1ccc(S(=O)(=O)Oc2ccc(/C=C(/NC(=O)c3ccccc3)C(=O)NCCC(=O)O)cc2)cc1	-9.4	i	i	i	i	14.3	i	i	i	-5.4	i
Cc1nc(CC(=O)NNS(=O)(=O)c2ccc3ccccc3c2)cs1	-7.4	i	i	i	i	-4.1	i	i	i	-2.1	i
COc1cc(/C=N/NC(=S)Nc2cccc(C(=O)O)c2)cc(OC)c1OC	-5.1	i	i	i	i	8.6	i	i	i	1.1	i
Cn1c(C(C#N)C(=O)c2sc3ccccc3c2Cl)nc2ccccc21 (stereo not drawn)	-8.7	i	i	i	i	-2.8	i	i	i	/	i
COCCNC(=O)COc1coc(CN2CCN(Cc3ccccc3)CC2)cc1=O	-4.6	i	i	i	i	2.0	i	i	i	-3.1	i
Cc1ccc2c(c1)/C(=C/c1ccccc1F)C(=O)N2	-4.7	i	i	i	i	7.8	i	i	i	2.0	i
Cc1c(O)cc2c(c1O)C(=O)CC(c1ccccc1)O2 (stereo not drawn)	-6.5	i	100*	i	i	9.5	i	i	i	31.1	-6.48*
C[C@]12CC[C@@H]3c4ccc(O)cc4CC[C@H]3[C@@H]1C[C@@H](O)[C@@H]2O[C@@H]1O[C@H](C(=O)O)[C@@H](O)[C@H](O)[C@H]1O	-4.0	i	i	i	i	-0.4	i	i	i	15.1	i
CCOC(=O)c1ccc(NS(=O)(=O)c2cn(C)cn2)cc1	-4.7	i	i	i	i	-2.9	i	i	i	-2.3	i
O=C(OCC(=O)N1CCCc2ccccc21)c1cc(Cl)ccc1O	-6.3	i	i	i	i	-2.2	i	i	i	-4.6	i
Cc1ccc(-c2nc(N3CCOCC3)sc2C(=O)N2CCCCC2)cc1	-12.9	i	i	i	i	0.2	i	i	i	-2.9	i
CC(=O)Nc1ccc(/C=C(\C#N)C(=O)NC2CCCCC2C)cc1 (stereo not drawn)	-11.9	i	i	i	i	3.8	i	i	i	-3.7	i

An excerpt taken from the entries so far, for reference:
SMILES	hERG rescue	TRPC4 potent	ANO1 block	KCNK9 inh	KCNQ1 pot	HDAC3 inhib	KCNK3 inh	TRPC4 agonist	KCNQ1 inh	Dyrk1A ADPGlo	TMEM16A act
CCn1c(CNc2ccc(F)cc2)nnc1SCC(=O)Nc1ccc(OC)cc1	-6.1	i	i	i	i	4.4	i	i	i	-3.0	i
COc1ccc(C(=O)NNS(=O)(=O)c2ccccc2)cc1	-11.0	i	i	i	i	/	i	i	i	-7.6	i
O=C(OCc1nnc(-c2ccccc2)o1)c1ccco1	-5.5	i	i	i	i	3.8	i	i	i	-1.6	i

The listing continues:
SMILES	hERG rescue	TRPC4 potent	ANO1 block	KCNK9 inh	KCNQ1 pot	HDAC3 inhib	KCNK3 inh	TRPC4 agonist	KCNQ1 inh	Dyrk1A ADPGlo	TMEM16A act
O=C(NCc1ccco1)c1cccc(F)c1	-7.5	i	i	i	i	-0.1	i	i	i	3.8	i
CCC(C)C(=O)Nc1ccccc1N1CCN(c2ccc(F)cc2)CC1 (stereo not drawn)	-10.1	i	i	i	i	-2.1	i	i	i	-2.8	i
Cc1c(Cl)cccc1NC(=O)Nc1cnccn1	-7.5	i	i	i	i	-1.1	i	i	i	-2.4	i
CCC1CN(C(=O)NCc2ccc(F)cc2)c2cc(C)ccc2O1 (stereo not drawn)	-4.0	i	i	i	i	5.6	i	i	i	0.9	i
O=C1CC(N2CCN(Cc3ccccc3)CC2)C(=O)N1c1ccc2c(c1)OCCO2 (stereo not drawn)	-5.1	i	i	i	i	-7.5	i	i	i	-2.8	i
Nc1cc(N2CCCCC2)c([N+](=O)[O-])cc1Cl	-12.5	i	i	i	i	/	i	i	i	1.8	i
CC1Cc2ccccc2N1S(=O)(=O)c1cccc(C(=O)NCCCO)c1 (stereo not drawn)	-4.2	i	i	i	i	-5.1	i	i	i	2.4	i
Cc1cc(N2C(=O)C(O)=C(C(=O)c3ccc(C)o3)C2c2ccc([N+](=O)[O-])cc2)no1 (stereo not drawn)	-12.1	i	i	i	i	4.4	i	i	i	4.3	i
CC1=NC(=O)C(N=Nc2ccccc2)N1c1ccccc1 (stereo not drawn)	-1.3	i	i	i	i	0.3	i	i	i	-0.3	i
Cc1c(NS(=O)(=O)c2ccc([N+](=O)[O-])cc2)c(=O)n(-c2ccccc2)n1C	-4.6	i	i	i	i	-0.8	i	i	i	3.0	i
O=C(NOC(=O)c1ccccc1)c1ccccc1	-5.5	i	i	i	i	3.7	i	i	i	-8.7	i
CCOc1ccccc1NC(=O)COC(=O)Cc1ccc(-c2ccccc2)cc1	-2.3	i	i	i	i	9.2	i	i	i	-2.9	i
O=C(CN1CCCC1)Nc1nc(-c2ccc3c(c2)CCN3C(=O)c2ccccc2F)cs1	-10.4	i	i	i	i	10.6	i	i	i	-5.7	i
Cc1ccc(C(C(=O)NC2CCCC2)N(Cc2ccco2)C(=O)CCC(=O)Nc2ccccn2)cc1 (stereo not drawn)	-2.7	i	i	i	i	-0.5	i	i	i	3.0	i
CC(NS(=O)(=O)c1ccccc1)C1COc2ccccc2O1 (stereo not drawn)	-6.0	i	i	i	i	4.1	i	i	i	2.7	i
O=C(NC(=S)Nc1ccc(N2CCOCC2)c(Cl)c1)c1sc2ccccc2c1Cl	21.1*	i	i	i	21*	-1.4	i	i	i	-2.0	i

Only part of the results is shown (hit frequency here may not be typical).
